Pin1 inh = qHTS Assay to Find Inhibitors of Pin1; Peptidyl-prolyl cis-trans isomerase NIMA-interacting 1 (Homo sapiens), Q13526; Pin1 FP peptide displacement, HiFluor488, 10 min; Potency, µM (titrated, usually from 115 µM), for the others: at the top dose activity, negative = inhibition, most hits filed as inhibitors; 390,000 tested, 0.009% active; active = well fitted inhibition curve with a large enough effect in the polarisation, with a control signal flat, not every such curve was filed as active; inconclusive = small, poorly fitted or top-dose-only effect, or effect the other way, or a change in a side signal; inactive = no such curve, though single readings can be large or run the other way; the % refers to the polarisation; note: potency is the fitted concentration of half-maximal effect; % is set by controls: 0 for no effect and ±100 for the full control effect
Target sequence (Q13526 whole entry, looked up): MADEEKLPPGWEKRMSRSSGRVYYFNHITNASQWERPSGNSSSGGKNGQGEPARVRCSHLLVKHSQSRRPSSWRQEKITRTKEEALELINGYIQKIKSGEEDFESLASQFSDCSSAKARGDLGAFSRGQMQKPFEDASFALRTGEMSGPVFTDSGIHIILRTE
BAZ2B inh = qHTS Assay for Inhibitors of BAZ2B. Bromodomain adjacent to zinc finger domain protein 2B (Homo sapiens), Q9UIF8. AlphaScreen BAZ2B-H3K14Ac peptide displacement. Potency, µM (top dose mostly 114 µM), inactives show at the highest dose activity change, negative = inhibition, most hits filed as inhibitors. 360,000 tested, 4.4% active. AID 504333, 2011; note: potency is the fitted concentration of half-maximal effect; % is set by controls: 0 for no effect and ±100 for the full control effect; nearly all actives have a fitted effect of over 60% in size
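Complex of BAZ2B and biotin-H3K14Ac (50 nM apiece) forms over 30 min at RT, then faces library compounds up to 110 uM for another 30 min; AlphaScreen beads added, 20 min dark incubation, luminescence read.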
PGK inhibitor = qHTS Assay to Find Inhibitors of Phosphoglycerate Kinase; Potency, µM (highest dose often 57.5 µM), for inactives: at the top dose activity change, negative = inhibition, most hits filed as inhibitors; 380,000 tested, 0.043% active; PGK/GAPDH coupled, Kinase-Glo luminescence, 60 min; Phosphoglycerate kinase, glycosomal (Trypanosoma brucei brucei), P07378; note: potency is the fitted concentration of half-maximal effect; % is set by controls: 0 for no effect and ±100 for the full control effect; nearly all actives have a fitted effect of over 60% in size
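Recombinant glycosomal PGK reaction used 1,3-bisphosphoglycerate generated in-well by GAPDH (100nM final) in 100mM TEA pH 7.6, 5mM MgCl2, 0.01% Tween-20. After 60 minutes at room temperature, ATP was read by Kinase-Glo Plus luminescence end-point.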
PI4K2A inh = qHTS for small molecular inhibitors of PI4K2A. purified PI4K2A, ADP-Glo luminescence, 1 h; active compounds read low. 420,000 tested, 0.13% active. activity change, negative = inhibition, % at 76.9 µM. Phosphatidylinositol 4-kinase type 2-alpha (Homo sapiens), Q9BTU6. AID 1346378, 2018; in the data active = activity change below about -50%; inconclusive = mostly about -30% to -49%;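 note: -100% = wells without enzyme as full effect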
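In this quantitative HTS, ADP production by PI4K2A was quantified luminescently after 1 h at ambient temperature; 100 microM adenosine served as plate-quality control.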
GLS inhibitor = qHTS for Inhibitors of Glutaminase (GLS); AID 624170, 2012; GLS enzymatic activity, qHTS titration; Glutaminase kidney isoform, mitochondrial (Homo sapiens), O94925; 410,000 tested, 0.21% active; Potency, µM (series often up to 45.5 µM), inactives show at the highest dose activity change, negative = inhibition, actives largely listed as inhibitors; note: potency is the fitted concentration of half-maximal effect; % is set by controls: 0 for no effect and ±100 for the full control effect
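Human kidney-isoform GLS in 45 mM KH2PO4 pH 8.2, 0.02% Tween-20, with compound, started with 1mM L-Glutamine (added stock). Glutamate oxidase/HRP/Amplex red coupled fluorescence read at start and after 30 min at RT.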
JMJD2A Tudor inh = qHTS Assay for Inhibitors of JMJD2A-Tudor Domain | AID 504339, 2011 | Lysine-specific demethylase 4A (Homo sapiens), O75164 | Potency, µM (highest dose often 114 µM), inactives show at the highest dose activity change, negative = inhibition, actives largely listed as inhibitors | 390,000 tested, 4.4% active | AlphaScreen JMJD2A-Tudor / H3K4me3 peptide binding; note: potency is the fitted concentration of half-maximal effect; % is set by controls: 0 for no effect and ±100 for the full control effect; nearly all actives have a fitted effect of over 50% in size
G9a inh = qHTS Assay for Inhibitors of Histone Lysine Methyltransferase G9a; Histone-lysine N-methyltransferase EHMT2 (Homo sapiens), Q96KQ7; G9a H3K9 monomethylation, AlphaScreen, 2 h; Potency, µM (series often up to 102 µM), for inactives: at the highest dose activity, negative = inhibition, actives largely listed as inhibitors; 350,000 tested, 8.8% active; note: potency is the fitted concentration of half-maximal effect; % is set by controls: 0 for no effect and ±100 for the full control effect; nearly all actives have a fitted effect of over 75% in size
Target sequence (Q96KQ7 913-1193 limits assumed): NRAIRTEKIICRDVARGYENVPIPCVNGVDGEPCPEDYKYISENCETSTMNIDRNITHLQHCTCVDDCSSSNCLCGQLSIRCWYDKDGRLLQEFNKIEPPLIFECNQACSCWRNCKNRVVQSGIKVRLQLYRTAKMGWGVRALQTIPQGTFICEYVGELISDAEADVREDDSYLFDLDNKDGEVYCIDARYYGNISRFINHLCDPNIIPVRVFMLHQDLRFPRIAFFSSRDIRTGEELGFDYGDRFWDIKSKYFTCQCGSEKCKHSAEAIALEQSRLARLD
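Chemiluminescent proximity detection of H3K9 monomethylation, read after 10 min bead incubation in the dark. Reaction: 20 nM G9a, 500 nM biotin-H3K9 peptide, 20 uM SAM cofactor, 2 h, room temperature, following 15 min enzyme-compound preincubation.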
ERG Ets-DNA blk = qHTS for Small Molecule Inhibitors of the ERG Ets/DNA interaction. fluorescence polarization, His-ERG Ets domain / labelled DNA. Potency, µM (series often up to 76.9 µM), for inactives: at the top dose FP activity, negative = inhibition, actives largely listed as inhibitors. 370,000 tested, 0.028% active; active = well fitted inhibition curve with a large enough effect in the polarisation, with a control signal flat; inconclusive = small, poorly fitted or top-dose-only effect, or effect the other way, or a change in a side signal; inactive = no such curve, though single readings can be large or run the other way; the % refers to the polarisation;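 note: polarization taken with two DNA probes labelled with fluorescein and Texas red; potency is the fitted concentration of half-maximal effect; % of control where 0% means no effect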
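His-tagged ERG Ets domain (1 uM in the protein solution; 300mM KCl, 50mM Tris-HCl, 1mM EDTA, 1mM DTT, pH 7.5) received compound, then a probe mix of 5 nM fluorescein-DNA and 100nM Texas-615-DNA. Fluorescence polarization was read for both dyes.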
HP1b binding inh = HTS for Inhibitors of HP1-beta Chromodomain Interactions with Methylated Histone Tails; Chromobox protein homolog 1 (Homo sapiens), P83916; AlphaScreen HP1-beta / biotin-H3K9me3 peptide binding; Potency, µM (titrated, usually from 114 µM), without a hit: at the top dose activity change, negative = inhibition, hits mostly inhibitors; 390,000 tested, 0.56% active; AID 540317, 2011; note: potency is the fitted concentration of half-maximal effect; nearly all actives have a fitted effect of over 70% in size; inactives centre near 23
Target sequence (P83916 whole entry, looked up): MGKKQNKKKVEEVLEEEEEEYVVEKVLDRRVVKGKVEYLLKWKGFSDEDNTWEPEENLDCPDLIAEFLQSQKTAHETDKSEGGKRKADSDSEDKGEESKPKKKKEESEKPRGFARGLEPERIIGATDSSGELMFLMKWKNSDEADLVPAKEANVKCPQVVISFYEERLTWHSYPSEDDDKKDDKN
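Compound inhibition of the preformed complex between 50 nM HP1-beta and 50 nM biotinylated H3K9me3 peptide was read by AlphaScreen. Buffer was PBS pH 7.4 with 0.01% Tween-20. Incubations ran 30 min at room temperature, with 10 ug/mL donor/acceptor beads.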
An asterisk follows results filed as active; i = inactive; ? = inconclusive; . = no result given; [ ] = another dose, or the depositor's remark. Unless noted, calls come from the whole dose curve; as a rule, active = well fitted curve in the direction sought with a large enough effect; inconclusive = small, poorly fitted or top-dose-only effect, or another doubt; inactive = no such curve, though single readings can be large; an effect the other way counts as inactive or inconclusive.

no. | Pin1 inh | PI4K2A inh | GLS inhibitor | HP1b binding inh | G9a inh | ERG Ets-DNA blk | JMJD2A Tudor inh | PGK inhibitor | BAZ2B inh | Molecule
1 | 7% | 1 | -4% | 36% | -4% | 3% | -6% | 1% | 2% | CC(=O)O[C@H]1C2OC(=O)C(C)=C2[C@@H]2OC(=O)[C@]3(CCC4OC41C)OC23 (stereo partly specified)
2 | 11% | -2 | 5% | 27% | 5% | 0% | -11% | i | 29% | O=C(Nc1ccccc1O)c1cc2cc(Br)ccc2oc1=O
3 | 9% | 1 | -6% | 29% | -37% | -7% | -4% | i | -3% | CCCCNS(=O)(=O)c1ccc2nc(-c3cccnc3)cc(C(=O)NC(C)CC)c2c1 (stereo unspecified)
4 | -6% | 4 | 1% | 8% | 17%[59 µM] | -3% | ? | -2% | -13% | COc1ccc(Cc2nnc(NC(=O)C3CC(=O)N(CCc4ccc(F)cc4)C3)s2)cc1OC (stereo unspecified)
5 | 4% | 0 | 1% | 27%[57 µM] | 5%[59 µM] | -1% | -4% | i | 6% | Cc1ccc(C)c(NC(=O)CN2C(=O)C(C)(C)c3ccccc32)c1
6 | 15% | -1 | 12% | ? | 25µM* | . | 32µM* | . | -37% | O=S(=O)(c1ccccc1)c1nc(Nc2ccccc2N2CCOCC2)sc1Cl
7 | 6% | -2 | -3% | 12% | -5%[59 µM] | 7% | -8% | -5% | 1% | O=C(NCc1cccs1)c1cc2c(s1)CS(=O)(=O)C2
8 | ? | 2 | 5% | 10% | 2%[59 µM] | -2% | -14% | 6% | -10% | COc1ccc(-c2nc3scc(CCNS(=O)(=O)c4ccc(F)cc4F)n3n2)cc1OC
9 | 4% | 1 | 1% | 4% | 2%[59 µM] | -6% | 7% | -2% | 1% | Cc1ccc(CNC(=O)CCCCn2c(=O)c3ccccc3n(Cc3ccc(Cl)cc3)c2=O)cc1
10 | -5% | 3 | 23% | 14% | -14%[59 µM] | 6% | -25% | ? | 0% | COc1ccc(NC(=S)N(CCN(C)C)C(C)c2ccco2)cc1 (stereo unspecified)
11 | -7% | 3 | -2% | 10% | 8% | . | -13% | . | -14% | CS(=O)(=O)N(CC(=O)N1CCN(c2ccccc2F)CC1)c1cc(C(F)(F)F)ccc1Cl
12 | 5% | 0 | 2% | 84%[activator] | 9%[0.501 µM] | 4% | 64%[activator] | -4% | 25% | C=CCC(C(=O)Oc1c(C(C)(C)C)cc(C)cc1C(C)(C)C)c1ccccc1 (stereo unspecified)
13 | -4% | 0 | 7% | 21% | 35µM* | 4% | -15% | -9% | -39% | CCCc1nnc(NC(=O)CSc2ncn[nH]2)s1
14 | -1% | 3 | -2% | 38%[activator] | ? | -2% | -5% | . | 9% | CCN(CC)S(=O)(=O)c1cccc(C(=O)NN2Cc3ccccc3C2=N)c1
15 | 6% | 1 | 4% | 40%[activator] | 4% | 3% | -10% | -7% | -21% | CC(C)OC(=O)C1C(=O)CC(C)(O)C(C(=O)OC(C)C)C1c1ccc([N+](=O)[O-])cc1 (stereo unspecified)
16 | -5% | 7 | 11% | 39%[activator] | 17% | 2% | 0% | 4% | -2% | Cc1nc(C(F)(F)F)ccc1C(=O)Nc1ccc2ccccc2n1
17 | 11% | 2 | 7% | 44%[activator] | 0% | 3% | -2% | 6% | 3% | COc1ccc(-c2ccc(C#N)c(OC)n2)cc1
18 | -2% | 2 | ? | 1% | ? | -10% | -28% | -8% | -34% | S=C(Nc1ccc(Nc2ccccc2)cc1)NN1CCOCC1
19 | -14% | 1 | -8% | 28% | -16% | 15% | -5% | i | -8% | COc1ccccc1OCc1cc(C(=O)N2CCCC(OCc3cccnc3)C2)no1 (stereo unspecified)
20 | -4% | -2 | -2% | 23% | . | 0% | -1% | 0% | . | O=C(COC(=O)c1cnc(Cl)c(Cl)c1)NC1CC1
21 | -1% | 0 | 10% | 30% | 1%[12.7 µM] | -15% | -19% | -4% | -5% | CCOc1cc(NC(=O)c2cccs2)c(OCC)cc1NC(=O)CCC(=O)NCc1ccccn1
22 | -6% | 5 | 6% | 15% | -39%[59 µM] | 4% | -19% | 10% | -2% | O=C(N/C=C/c1ccccc1)Nc1ccc(Cl)cc1
23 | 22% | -3 | -8% | 7% | -51%[59 µM] | 6% | -30% | -10% | -5% | CCn1c(SCc2nc(-c3cccs3)no2)nnc1-c1c[nH]c2ccccc12
24 | -6% | -2 | 3% | 34% | ? | . | -17% | . | 5% | Cc1nc2nc(C)c(CCC(=O)O)c(C)n2n1
25 | -1% | -5 | -10% | 16% | 0% | -5% | -12% | 1% | -16% | O=C(/C=C1\SC(=O)NC1=O)Nc1ccc(F)cc1
26 | -3% | -1 | 8% | 79% | 52%[activator][59 µM] | 6% | 21% | i | 12% | C=CCc1ccc(OCc2ccc(C(=O)OC)o2)c(OC)c1
27 | -10% | 1 | -12% | 26% | 26% | 7% | 6% | -4% | 11% | COC(=O)c1ccccc1NC(=O)C1(S(=O)(=O)c2ccc(Cl)cc2)CC1
28 | ? | 2 | -3% | 0% | -74% | 2% | -22% | i | 14% | Cc1cc(C)n2nc(C(=O)Oc3ccc4c(c3)OCO4)nc2n1
29 | 2% | 2 | -11% | 21% | ? | -7% | -8% | i | -25% | Cc1nnc(SCC(=O)c2ccc(Cl)cc2)n(N)c1=O
30 | -1% | -8 | 11% | 39% | . | -1% | -21% | 2% | . | C[C@H]1CN([C@@H](C)CO)C(=O)c2cccc(NC(=O)Nc3ccc(C(F)(F)F)cc3)c2O[C@H]1CN(C)C
31 | 7% | 7 | ? | 17% | 34%[59 µM] | 0% | -17% | -3% | -27% | COc1ccc(/C=N/Nc2ncnc3sc4c(c23)CCCC4)cc1OC
32 | -2% | -2 | 1% | 5% | -34% | -2% | -26% | 9% | ? | O=C(/C=C/c1cn(-c2ccccc2)nc1-c1ccc2c(c1)OCCO2)NCCCN1CCOCC1
33 | ? | 5 | 3% | 38% | . | 4% | -22% | 6% | -17% | Cc1ccc2c(C)c(C(=O)N(Cc3ccc(F)cc3)C3CCS(=O)(=O)C3)oc2c1 (stereo unspecified)
34 | 3% | 5 | -5% | 33% | 66%[activator] | 5% | -4% | i | -13% | COc1ccc(/C=N/NC(=O)c2nnn(-c3nonc3N)c2-c2cccs2)c(OC)c1
35 | -2% | 9 | -5% | 35% | -27% | -8% | 3% | -2% | 1% | COC(=O)[C@@H]1CCCN1Cc1c(C(=O)N2CCOCC2)nc2c(C)cccn12
36 | -2% | 1 | 8% | 29% | -6% | -8% | -7% | 0% | 1% | COCCNc1nnc(Cc2ccccc2)c(=O)[nH]1
37 | 0% | -1 | -4% | 32% | 35% | 1% | -19% | -5% | -5% | S=C(Nc1ccc(Br)cc1)N1CCN(c2ccccn2)CC1
38 | 5% | -3 | 8% | 8% | 50µM* | 40%[activator] | -17% | -7% | 8% | O=C(NCCC(=O)N1CCN(S(=O)(=O)c2ccc(Cl)cc2)CC1)Nc1ccccc1
39 | 1% | -5 | -4% | 1%[57 µM] | . | 2% | -11% | -1% | -1% | Cc1ccc(CCNC(=O)C2CC(=O)N(C3CCCCC3)C2)cc1 (stereo unspecified)
40 | 1% | 4 | 64%[activator] | 29% | -17%[59 µM] | 15% | -13% | 5% | -3% | N#Cc1cc2c(nc1SC1CC(=O)N(c3ccccc3)C1=O)CCC2 (stereo unspecified)
41 | 13% | 0 | -24% | 22% | ? | 112%[activator] | -14% | -14% | -9% | COc1cc(/C=C2\SC(=N)N(c3ccc4c(c3)OCO4)C2=O)cc(OC)c1O

Reformatted with each value named: entries from further up
(33) Cc1ccc2c(C)c(C(=O)N(Cc3ccc(F)cc3)C3CCS(=O)(=O)C3)oc2c1 (stereo unspecified)
  Pin1 inh: ?
  PI4K2A inh: 5
  GLS inhibitor: 3%
  HP1b binding inh: 38%
  G9a inh: .
  ERG Ets-DNA blk: 4%
  JMJD2A Tudor inh: -22%
  PGK inhibitor: 6%
  BAZ2B inh: -17%

(34) COc1ccc(/C=N/NC(=O)c2nnn(-c3nonc3N)c2-c2cccs2)c(OC)c1
  Pin1 inh: 3%
  PI4K2A inh: 5
  GLS inhibitor: -5%
  HP1b binding inh: 33%
  G9a inh: 66%[activator]
  ERG Ets-DNA blk: 5%
  JMJD2A Tudor inh: -4%
  PGK inhibitor: i
  BAZ2B inh: -13%

(35) COC(=O)[C@@H]1CCCN1Cc1c(C(=O)N2CCOCC2)nc2c(C)cccn12
  Pin1 inh: -2%
  PI4K2A inh: 9
  GLS inhibitor: -5%
  HP1b binding inh: 35%
  G9a inh: -27%
  ERG Ets-DNA blk: -8%
  JMJD2A Tudor inh: 3%
  PGK inhibitor: -2%
  BAZ2B inh: 1%

Screens: PubChem BioAssay, National Center for Advancing Translational Sciences (NCATS)
